MrgX1 allo act: human MrgX1 positive allosteric modulation, primary screen; Q96LB2; MrgX1-HEK293, Fluo-4 calcium flux, FDSS; hits give high values; B-score at 10 µM; 310,000 compounds, 0.63% hits; AID 588675;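 active = plate-corrected calcium response at least 3 library SD above typical, normal starting fluorescence, not activating the receptor alone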;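 note: compound read alongside a low EC10 to EC30 dose of BAM8-22 agonist; peak minus trough fluorescence over baseline measured at the second addition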
Target sequence (Q96LB2 whole entry, looked up): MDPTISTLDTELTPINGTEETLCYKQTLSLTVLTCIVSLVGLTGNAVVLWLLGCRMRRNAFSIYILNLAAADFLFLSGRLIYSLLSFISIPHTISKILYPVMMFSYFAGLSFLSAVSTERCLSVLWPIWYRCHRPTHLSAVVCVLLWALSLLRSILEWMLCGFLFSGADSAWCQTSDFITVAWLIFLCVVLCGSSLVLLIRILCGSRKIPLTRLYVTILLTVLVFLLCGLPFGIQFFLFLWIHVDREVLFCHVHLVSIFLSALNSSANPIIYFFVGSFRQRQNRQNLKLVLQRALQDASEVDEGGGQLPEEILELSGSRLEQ
ANO1 activ: mouse TMEM16A channel activation, primary screen; HEK293 TMEM16A/YFP-H148Q/I152L, iodide quench fluorescence; hits give low values; 340,000 compounds, 0.3% hits; Q8BHY3; AID 623877; B-score at 10 µM;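 active = fluorescence-ratio B-score plate-corrected deviation score at least 3 library SD below zero, with starting fluorescence score within 5 deviations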;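 note: channel opened by trigger with iodide after compound preincubation; score built on the fluorescence ratio of max minus min over baseline; more negative score means more quench and so TMEM16A activation or potentiation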
SKKanGAS inh: SKKanGAS growth inhibition; AID 1662; inhibition, % at 7.5 µM; S. pyogenes SKKanGAS, kanamycin growth, BacTiter-Glo, 6 h; 300,000 compounds, 1.3% hits;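 active = mean replicate score, as percent of positive control median, at least 50; inconclusive = mean below 50 but one replicate at or above 50; inactive = mean and every replicate below 50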;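 note: strain carries kanamycin resistance gene driven by streptokinase promoter and grows in 40 µg/ml kanamycin; loss of luminescence reflects streptokinase promoter inhibition or plain growth inhibition; 0% = median of DMSO wells and 100% = positive control at its reference dose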
RGS4 block: human RGS4 inhibition; 310,000 compounds, 0.45% hits; P49798; HEK293 M3R/RGS4 inducible, Fluo-4 calcium flux; hits give high values; triggered by carbachol at its EC20; B-score at 10 µM;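 active = B-score, a plate-corrected calcium signal, over three deviations above library mean, with baseline fluorescence within five deviations of library mean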;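 note: RGS4 expression induced by doxycycline in cells with stable M3 receptor; B-score is computed from the integrated fluorescence ratio over baseline after carbachol; higher B-score means a larger calcium signal and so more RGS4 inhibition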
Target sequence (P49798 whole entry, looked up): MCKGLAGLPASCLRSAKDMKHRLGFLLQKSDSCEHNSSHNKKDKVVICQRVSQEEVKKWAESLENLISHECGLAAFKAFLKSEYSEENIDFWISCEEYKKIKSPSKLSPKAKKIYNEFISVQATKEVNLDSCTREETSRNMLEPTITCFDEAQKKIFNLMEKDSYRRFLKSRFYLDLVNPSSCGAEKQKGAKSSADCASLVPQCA
TMEM16A inh: mouse TMEM16A channel inhibition, primary screen; Q8BHY3; HEK293 TMEM16A/YFP iodide influx fluorescence, ionomycin; normalized B-score (activity score, 25-100; higher = stronger inhibition) at 10 µM; 310,000 compounds, 1.2% hits; AID 588511;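 active = ratio plate-corrected score three or more library SD toward inhibition, starting fluorescence score within five deviations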;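 note: score derived from kinetic fluorescence span divided by baseline fluorescence per well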
TRPC6 inh: blocks the mouse TRPC6 cation channel; AID 2553; 310,000 compounds, 1.1% hits; B-score at 10 µM; HEK293-TRPC6, membrane potential dye, ACh-evoked depolarization; hits give low values;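 active = B-score under library mean minus 3 SD, initial fluorescence not abnormally high, positive integrated signal ratio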;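 note: B-score derived from integrated fluorescence ratio over the kinetic read; more negative B-score means stronger inhibition of depolarization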
TRPC6 act: mouse TRPC6 channel activation. Q61143. HEK293-TRPC6 membrane potential dye fluorescence; hits give high values. B-score at 10 µM. 310,000 compounds, 0.13% hits;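 active = B-score of the integrated fluorescence ratio above library mean plus 3 SD, and starting fluorescence ratio within library mean plus 5 SD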;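 note: higher score means more depolarization so channel activation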
HDAC3 inh: human HDAC3 inhibition. recombinant HDAC3, fluorogenic peptide/trypsin coupled, fluorescence. inhibition, % at 8.3 µM. 320,000 compounds, 0.15% hits. AID 2718; in the data active = inhibition above about 26%, passing the limit was not always enough; inconclusive = no clear call, values can overlap the other calls
Target sequence (O15379 whole entry, looked up): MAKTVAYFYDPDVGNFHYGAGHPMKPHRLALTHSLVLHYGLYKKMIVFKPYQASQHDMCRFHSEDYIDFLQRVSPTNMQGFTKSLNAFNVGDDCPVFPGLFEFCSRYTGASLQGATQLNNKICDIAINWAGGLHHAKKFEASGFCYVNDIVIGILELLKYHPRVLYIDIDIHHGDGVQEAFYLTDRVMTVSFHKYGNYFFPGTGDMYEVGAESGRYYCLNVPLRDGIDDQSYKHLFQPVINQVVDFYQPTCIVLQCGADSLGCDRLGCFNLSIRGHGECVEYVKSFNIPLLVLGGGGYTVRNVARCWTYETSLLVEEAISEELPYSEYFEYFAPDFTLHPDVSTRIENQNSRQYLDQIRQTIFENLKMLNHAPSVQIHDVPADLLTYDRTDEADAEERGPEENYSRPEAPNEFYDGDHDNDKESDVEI
RGS4 pot: RGS4 potentiation or activation. 310,000 compounds, 0.92% hits. HEK293 M3R/inducible RGS4, carbachol calcium flux Fluo4; hits give low values. B-score at 10 µM;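 active = B-score of the integrated calcium signal more than 4 SD below the library mean, with starting fluorescence not abnormally high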;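 note: negative B-score means reduced calcium response which marks RGS4 activation or potentiation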
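Reagent: ECmax carbachol challenge; Test system: M3R-expressing HEK293 line, RGS4 induced by doxycycline; Schedule: overnight RGS4 induction, 30 min dye load 37 °C, 20 min compound RT; Detection: calcium dye Fluo4 fluorescence; Read-out: Agonist-evoked peak-minus-minimum fluorescence over baseline, integrated ratio, B score.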
MrgX1 agonist: agonists of human MrgX1 receptor; Q96LB2; MrgX1-HEK293 cells, Fluo-4 calcium fluorescence, agonist mode; hits give high values; B-score at 10 µM; 310,000 compounds, 0.44% hits; AID 588627;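 active = calcium response B-score plate-corrected fluorescence ratio at least 3 library SD, with starting fluorescence B-score inside 5 SD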
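Assay system: MrgX1-expressing HEK293 cells / Amount: fifteen thousand cells per well / Doses: test compound in the initial addition of three / Timing: cells plated overnight, dye loaded 0.5 h 37 °C, 0.5 h room temperature / Technique: kinetic calcium dye fluorescence, Fluo-4 NW / Control set: positive and negative controls per plate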
MrgX1 antag: human MrgX1 receptor antagonism, primary screen; MRGX1-HEK293 calcium flux, Fluo-4, BAM8-22 antagonism; hits give low values; Q96LB2; AID 588676; 310,000 compounds, 1.3% hits; B-score at 10 µM;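 active = calcium-response B-score plate-corrected more than 3 library SD below zero, starting fluorescence within 5 deviations, no agonist response on first addition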;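 note: peak minus trough fluorescence over baseline after final BAM8-22 challenge near maximal dose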
Numbers without * were called inactive; i = inactive; ? = inconclusive; nt = no result given; & = joins results of further samples.

SMILES	MrgX1 allo act	ANO1 activ	SKKanGAS inh	RGS4 block	TMEM16A inh	TRPC6 inh	TRPC6 act	HDAC3 inh	RGS4 pot	MrgX1 agonist	MrgX1 antag
CCOC(=O)c1c(Nc2ccccc2OCCOC)n[nH]c1C	i	i	-4.5	i	i	i	i	-0.8	i	i	i
CC(C)COc1ccccc1C(=O)NC(CO)C(=O)O (stereo not drawn)	i	i	1.6	i	i	i	i	0.2	i	i	i
COc1ccc(CCC(C)NC2CCCCCCC2)cc1 (stereo not drawn)	i	i	1.5	i	i	-5.71*	i	1.0	i	i	i
CCc1ccc(CN(C)C(=O)C2CCC(=O)N(CCc3ccc(OC)cc3)C2)nc1 (stereo not drawn)	i	i	1.6	i	i	i	i	-5.7	i	i	i
COC(=O)c1cc(=O)cc(C(=O)OC)o1	i	i	0.5	i	i	i	i	2.1	i	i	i
CCOC(=O)C1=C(C)NC(=O)NC1c1ccc(N(CC)CC)cc1 (stereo not drawn)	i	i	-0.4	i	i	i	i	1.0	i	i	i
O=C(Cc1ccc(Br)cc1)N1CCCC1	i	i	-4.8	i	i	i	i	-2.0	i	i	i
C/C(=C/c1ccccc1)C(=O)N1CCN(c2ccccc2F)CC1	i	i	5.4	i	i	i	i	-13.0	i	i	i
CC1=CC(C)C(C(=O)O)C(C(=O)N2CCN(C)CC2)C1 (stereo not drawn)	i	i	-14.3	i	i	i	i	-10.4	i	i	i
C1CNCCOCCNCCN1	i	i	-0.2	i	i	i	i	?	i	i	i
Cc1cc(C)c(-c2nc3ccccc3s2)[nH]1	i	i	1.5	i	i	i	i	0.9	i	i	i
CCOc1ccc(NC(=O)C2CC(=O)N3CCCN=C3S2)cc1 (stereo not drawn)	i	i	0.8	i	i	i	i	-0.3	i	i	i
CCNc1nnc(-c2ccccc2OC)s1	i	nt	3.0	i	i	i	i	-72.9	i	i	i
Cc1ccc(/C(O)=C/c2nc3cc(C)ccc3oc2=O)cc1	i	i	11.4	i	i	i	i	5.1	i	i	i
C#CCn1c(-c2ccccc2)ccc(C#N)c1=O	i	i	-5.7	i	i	i	i	-3.0	i	i	i
CCn1nnnc1SCC(=O)Nc1nc2ccc(OC)cc2s1	i	i	-1.3	i	i	i	i	1.9	i	i	i
CC(=O)NC12CC3CC(C1)CC(C(=O)N1CCN(S(=O)(=O)c4ccc(Cl)s4)CC1)(C3)C2	i	i	-6.6	i	i	i	i	-2.7	i	i	i
Cc1nn(-c2ccccc2)c2c1C(O)CC(C)(C)C2 (stereo not drawn)	i	i	-8.5	i	i	i	i	4.4	i	i	i
NS(=O)(=O)c1ccc(N2CCCC2=O)c([N+](=O)[O-])c1	i	-4.87*	-5.3	i	i	i	i	0.4	i	i	i
O=C1OCc2ccc(NC(=O)C3CC3)cc21	i	i	-6.3	i	i	i	i	0.9	i	i	i
Cc1cccnc1NC(=O)C1c2ccccc2Oc2ccccc21	i	i	3.8	8.24*	i	i	i	-0.5	i	i	i
CC1(C)CC(=O)C(C=Nc2ccc3c(c2)OCO3)=C(O)C1	i	i	2.7	i	i	i	i	-2.0	i	i	i
Cc1cc(C)cc(N(CC(=O)NC2CCC(C)CC2)S(=O)(=O)c2c(C)[nH]c(=O)[nH]c2=O)c1 (stereo not drawn)	i	i	-2.9	i	i	i	i	4.2	i	i	i
CCOC(=O)N1CCC(NS(=O)(=O)c2cc3c(cc2C)NC(=O)CO3)CC1	i	i	-5.2	i	i	i	i	1.1	i	i	i
COc1cc(C)c(S(=O)(=O)N2CCCC2)cc1C(C)C	i	i	-11.9	i	i	i	i	8.3	i	i	i
N#C/C=C/C(=C\Nc1ccc(Cl)cc1)S(=O)(=O)c1ccccc1	i	i	4.4	i	i	i	i	-2.9	i	i	i
O=C(Cc1ccccc1)NCC(=O)OCC(=O)c1ccc(OC(=O)c2ccccc2)cc1	i	i	-3.2	i	i	i	i	1.4	i	i	i
O=C1C=C(NCc2ccco2)C2(CCCCC2)O1	i	i	-2.6	i	i	i	i	0.9	i	i	i
COc1ccc(C(=O)NCc2ncccc2C)cc1OC1CCN(C(C)=O)CC1	i	i	-22.9	i	i	i	i	-0.8	i	i	i
COC(=O)c1ccccc1NC(=O)CN(c1cc(OC)ccc1OC)S(C)(=O)=O	i	i	-5.6	i	i	i	i	-2.7	i	i	i
COc1ccc(CNC(=O)CN2CCN(S(=O)(=O)c3cccs3)CC2)cc1OC	i	i	-1.3	i	i	i	i	-5.0	i	i	i
Cc1ccc(S(=O)(=O)NCCNC(=O)CN2CCOCC2)cc1	i	i	6.7	i	i	i	i	-4.1	i	i	i
COc1ccc(CNC(=O)COC(=O)c2n[nH]c3ccccc23)cc1	i	i	-10.8	i	i	i	i	-4.9	i	i	i
O=C1CCCCCC1C1(O)C(=O)Nc2ccc(Br)cc21 (stereo not drawn)	i	i	-2.1	i	i	i	i	1.1	i	i	i
CCc1ccc(-c2cc3c(=O)n(CC(=O)NCCCN4CCN(CC)CC4)nc(C)n3n2)cc1	i	i	0.0	i	i	i	i	3.6	i	i	i
Nc1c(-c2ccccn2)cnn1-c1nc(-c2ccc(F)cc2)cs1	i	i	-5.1	i	i	i	i	-4.7	i	i	i
CCS(=O)(=O)c1ccc2oc(Nc3ccc(OC)c(OC)c3)nc2c1	i	i	-4.3	i	i	i	i	-2.4	i	i	i
COc1ccc2[nH]cc(S(=O)(=O)c3ccc(C)cc3)c2c1	i	i	-4.4	i	i	i	i	0.0	i	i	i
CC12CN(C(=O)c3ccco3)CC(c3ccccc3)(CN(C(=O)c3ccco3)C1)C2=O	i	i	0.9	i	i	i	i	0.0	i	i	i
COc1ccc(C(C)(C)C)cc1NC(=O)c1c(C)noc1C	i	i	-2.3	i	i	i	i	-0.8	i	i	i
Cc1cc(NS(=O)(=O)c2ccc(NC(=O)c3cc4c(=O)n5ccccc5nc4s3)cc2)nc(C)n1	nt	i	12.5	i	nt	i	i	nt	i	nt	nt
COc1ccc(Cl)c2sc(N3CCN(C(=O)c4ccco4)CC3)nc12	i	i	-9.2	i	i	i	i	0.9	i	i	i
COc1ccc(OC)c2[nH]c(=O)c(CCNC(=O)c3ccc(Br)o3)cc12	i	i	17.2	i	i	i	i	-0.5	i	i	i
CC(C)c1ccccc1NC(=O)COC(=O)CCN1C(=O)/C(=C\C=C\c2ccccc2)SC1=S	i	i	3.7	i	i	i	i	11.6	i	i	i
COc1ccc(C2C(=O)N(CCc3ccccc3)CC(=O)N2C2CCCCC2)cc1 (stereo not drawn)	i	i	-0.7	i	i	i	i	-1.3	i	i	i
C=CCNC(=S)Nc1c(C(=O)OC)[nH]c2cc(OC)ccc12	i	i	1.3	i	i	i	i	2.7	i	i	i
CCSc1nc2nc(C)cc(C)n2n1	i	i	2.2	i	i	i	i	0.2	i	i	i
Cc1ccc(F)cc1NC(=O)N1CCCN(c2ccc(C(F)(F)F)cn2)CC1	i	i	9.0	i	i	i	i	1.1	i	i	i
O=C(/C=C/c1ccc([N+](=O)[O-])cc1)NCCOc1ccc(F)cc1	i	i	-9.6	i	i	i	i	6.2	i	i	i
COc1ccc(C(=O)c2cc3cccc(OC)c3o2)cc1	i	i	3.7	i	i	i	i	2.6	i	i	i
COCc1cc(=O)[nH]c(/N=C(\N)Nc2ccc(Cl)c(Cl)c2)n1	i	i	-1.4	i	i	i	i	nt	i	i	i
O=C(CCN1C(=O)c2ccccc2C1=O)N1CCN(C(=O)c2ccccc2)CC1	i	i	0.5	i	i	i	i	0.5	i	i	i
Cc1ncoc1C(=O)N1CCCC(C(=O)c2cccc3ccccc23)C1 (stereo not drawn)	i	i	-0.9	i	i	i	i	3.5	i	i	i
CC(C)c1[nH]nc2c1C(c1ccco1)C(C#N)=C(N)O2 (stereo not drawn)	i	i	-6.5	i	i	i	i	10.7	i	27*	i
COc1cc(/C=N/NC(=O)c2cc(C3CC3)[nH]n2)cc(OC)c1OC	i	i	20.0	i	i	i	i	13.5	i	i	i
CCC(=O)c1c[nH]c(C(=O)NCCCN2CCOCC2)c1	i	i	19.9	i	i	i	i	-4.6	i	i	i
O=C(/C=C/c1ccc(O)cc1)c1ccc(O)cc1O	i	i	8.8	i	i	i	i	6.8	i	i	i
Nc1c(C(=O)c2ccccc2)sc2c1c(=O)[nH]c(=O)n2-c1ccccc1	i	i	5.6	i	i	i	i	4.0	i	i	i
O=C(NCCN1CCOCC1)C(=O)c1c[nH]c2ccccc12	i	i	-0.5	i	i	i	i	14.6	i	i	i
c1ccc(Nc2cc(-c3ccccc3)nc3ncnn23)cc1	i	i	-3.4	i	i	i	i	-9.9	i	i	i

The results go on.
SMILES	MrgX1 allo act	ANO1 activ	SKKanGAS inh	RGS4 block	TMEM16A inh	TRPC6 inh	TRPC6 act	HDAC3 inh	RGS4 pot	MrgX1 agonist	MrgX1 antag
CC(C)COCC(CN(Cc1ccccc1)c1ccccc1)N1CCCC1 (stereo not drawn)	i	i	-1.6	i	i	i	i	-0.1	i	i	i
CCOc1ccc(CC(=O)Nc2c(C(=O)Nc3ccccc3)oc3ccccc23)cc1OCC	i	i	19.0	i	i	i	i	-2.0	i	i	i
CCN(CC)S(=O)(=O)c1cccc(NC(=O)c2cncc(Br)c2)c1	i	i	3.4	i	i	i	i	-3.9	i	i	i
COc1cc(-c2nc(C(=O)NC3CCCCC3)cc3c2[nH]c2ccccc23)cc(OC)c1OC	i	i	46.6	i	i	i	i	-2.7	i	i	i
COc1cccc(OCc2cc(/C=N/NC(=O)c3ccn[nH]3)ccc2OC)c1	i	i	-2.0	i	i	i	i	nt	i	i	i
C=Cc1c(C)c2cc3[nH]c(cc4nc(cc5nc(cc1[nH]2)C(C)=C5CCC(=O)O)C(CCC(=O)O)=C4C)c(C)c3C=C	i	i	17.8	i	i	i	i	-0.9&13.2	i	i	i
CCOC(=O)NC(NC(=S)Nc1ccccc1[N+](=O)[O-])C(Cl)(Cl)Cl (stereo not drawn)	i	i	-1.1	i	i	i	i	10.8	i	i	i
COc1ccc(S(=O)(=O)N2CCCOC2CNC(=O)C(=O)NCc2ccco2)cc1C (stereo not drawn)	i	i	-5.4	i	i	i	i	5.9	i	i	i
